GLP1R inv ag: inverse agonists of human GLP-1 receptor; P43220; HEK293 GLP-1R CRE-luciferase, luminescence, 24 h; GLP-1R form is constitutively active; Potency, µM (series often up to 38.3 µM), for inactives: top-dose activity change, negative = inhibition, usual class: inhibitors; actives 1.6% (n = 410,000); note: % is set by controls: 0 for no effect and ±100 for the full control effect; nearly all actives have a fitted effect of over 55% in size
Target sequence (P43220 whole entry, looked up): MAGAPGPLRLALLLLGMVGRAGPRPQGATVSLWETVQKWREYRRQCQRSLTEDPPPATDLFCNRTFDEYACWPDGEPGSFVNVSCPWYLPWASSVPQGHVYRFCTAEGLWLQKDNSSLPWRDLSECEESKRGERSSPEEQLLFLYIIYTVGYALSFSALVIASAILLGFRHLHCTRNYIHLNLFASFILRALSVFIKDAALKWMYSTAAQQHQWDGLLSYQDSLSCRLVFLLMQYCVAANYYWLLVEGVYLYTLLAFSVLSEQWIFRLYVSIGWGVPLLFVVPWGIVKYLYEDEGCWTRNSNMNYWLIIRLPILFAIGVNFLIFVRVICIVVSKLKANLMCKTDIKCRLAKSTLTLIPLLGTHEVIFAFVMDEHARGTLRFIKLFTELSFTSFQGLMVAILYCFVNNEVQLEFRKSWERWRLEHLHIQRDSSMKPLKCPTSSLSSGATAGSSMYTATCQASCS
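Readout was luciferase luminescence, measured 12 min after detection reagent at room temperature. Beforehand, GLP-1R reporter HEK293 cells had sat 12 h, then received compounds for 24 hr at 37 deg C.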
HT1080NT lethal: kills 2HG-producing HT-1080-NT fibrosarcoma cells | HT-1080-NT fibrosarcoma viability, CellTiter-Glo ATP luminescence, 48 h | Potency, µM (titrated, usually from 46.1 µM), for the others: at the top dose activity, negative = less viability, hits mostly cytotoxic | actives 1.6% (n = 360,000);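 note: NT is the 2HG producing partner of a matched IDH1 knockdown line; 0% = DMSO-treated cells and -100% = media-only wells without cells; nearly all actives have a fitted effect of over 55% in size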
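Viability by CellTiter-Glo luminescence after 48 h compound exposure at 37C of HT-1080-NT cells (750/well, RPMI, 5% FBS). % activity scaled between DMSO wells and medium-only wells, then curve-fitted and categorized by curve class.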
KB-3-1 tox: KB-3-1 parental cell cytotoxicity; Potency, µM (doses to about 46.1 µM), without a hit: at the top dose activity change, negative = cytotoxic, most hits filed as cytotoxic; KB-3-1 viability, CellTiter-Glo ATP luminescence, 72 h; actives 1.4% (n = 400,000); AID 1347075; note: % is set by controls: 0 for no effect and ±100 for the full control effect; nearly all actives have a fitted effect of over 60% in size
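Multi-concentration cytotoxicity screen in KB-3-1 cells grown in DMEM lacking phenol red with 10% FBS. After 72 h at 37 °C with compound, ATP-dependent luminescence was recorded.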
GLP1R cytotox: cytotoxicity counter-screen for GLP-1 receptor inverse agonists. HEK293 cAMP-luciferase reporter cells, luminescence, 24 h. Potency, µM (doses to about 38.3 µM), without a hit: at the highest dose activity change, negative = inhibition, actives largely listed as inhibitors. actives 0.13% (n = 410,000). AID 624418;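 note: loss of luciferase light is scored as toxicity; % is set by controls: 0 for no effect and ±100 for the full control effect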
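Step one: seed cells (200 cells/uL, DMEM with 10% Nu serum, 1% pen-strep). Step two: 12-hour incubation at 37 deg C. Step three: pin 23 nL compound, incubate 24 hr. Step four: add luciferase reagent, read luminescence 12 min later.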
SW480 rereplic: induces DNA re-replication in SW480 colon adenocarcinoma cells | SW480 DNA re-replication, Hoechst DNA content imaging, 48 h | Potency, µM (series often up to 46.1 µM), for the others: top-dose re-replication activation, most hits filed as activators | actives 1.8% (n = 340,000) | AID 624297; note: % of control where 0% means no effect; nearly all actives have a fitted effect of over 55% in size
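Quantitative HTS format with DMSO vehicle controls; 48 hr drug incubation at 37 C, then 40 min Hoechst staining and scanning imager measurement at 405 nm excitation.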
GLP1R ag: agonists of human GLP-1 receptor; HEK293 GLP-1R CRE-luciferase, luminescence, 4-6 h; cells express a hypersensitive GLP-1R form; actives 0.007% (n = 380,000); P43220; Potency, µM (titrated, usually from 45.6 µM), for inactives: top-dose activation, hits mostly activators; note: % of control where 0% means no effect
KB-V1 MDR tox: KB-V1 MDR subline cytotoxicity; Potency, µM (titrated, usually from 46.1 µM), inactives show at the top dose activity change, negative = cytotoxicity, actives largely listed as cytotoxic; KB-V1 MDR cells viability, CellTiter-Glo, 72 h; actives 3.4% (n = 400,000); note: % is set by controls: 0 for no effect and ±100 for the full control effect; nearly all actives have a fitted effect of over 60% in size
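KB-V1 cells (P-gp-expressing MDR subline of KB-3-1) in phenol-red-free DMEM with 10% FBS were exposed to library compounds over a concentration series for 72 h at 37 degrees C. Viability read by CellTiter-Glo luminescence; concentration-effect curves fitted after normalization.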
HT1080 IDH1KD tx: HT-1080 IDH1 knockdown cell toxicity (counter line); HT-1080 IDH1 knockdown viability, ATP luminescence, 48 h; Potency, µM (doses to about 46.1 µM), inactives show at the highest dose activity, negative = toxicity, actives largely listed as cytotoxic; actives 2% (n = 360,000);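 note: 0% = DMSO wells and -100% = cell-free medium wells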
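Viability of IDH1-knockdown HT-1080 fibrosarcoma cells was assessed by CellTiter-Glo after 48 h at 37 °C with titrated compound; concentration-effect curves were classified by fit quality and response size.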
TDP-43 yeast inh: inhibitors of TDP-43 toxicity in yeast; TDP-43 expressing yeast growth rescue, BacTiter-Glo, 24 h; Potency, µM (series often up to 46.1 µM), without a hit: at the top dose growth rescue (activation), hits mostly activators; actives 1.8% (n = 410,000); AID 652104; note: % of control where 0% means no effect; nearly all actives have a fitted effect of over 50% in size
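Luminescence from BacTiter-Glo reports growth of TDP-43-expressing yeast after 24 hr at 30 deg C with compound. Cells were raffinose-pregrown to mid-log, then seeded in galactose medium at OD600=0.02.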
An asterisk follows results filed as active; u = inconclusive; x = no result given; & = joins results of further samples; [ ] = remark or other dose. Calls come from the whole dose curve; as a rule, active = well fitted curve in the direction sought with a large enough effect; inconclusive = small, poorly fitted or top-dose-only effect, or another doubt; inactive = no such curve, though single readings can be large; an effect the other way counts as inactive or inconclusive. Potency is the fitted concentration of half-maximal effect.

SMILES	GLP1R inv ag	HT1080NT lethal	KB-3-1 tox	GLP1R cytotox	SW480 rereplic	GLP1R ag	KB-V1 MDR tox	HT1080 IDH1KD tx	TDP-43 yeast inh
CC(Sc1ncnc2ccccc12)C(=O)Nc1ccc2c(c1)OCO2 (configuration not stated)	13.7%	-21.3%	6.4%	3.4%	4.1%	12.3%	u	-5.8%	u
COc1ccc(C(=O)C(CCCCC(CN(C)C)C(=O)c2ccc(OC)cc2)CN(C)C)cc1 (configuration not stated)	0.0%	-14.2%	-0.8%	u	u	17.4%	13µM*	u	17.4%
CC(OC(=O)CCCC(=O)Nc1ccc(F)cc1)C(=O)c1ccccc1 (configuration not stated)	7.7%	3.7%	12.9%	-8.6%	-64.7%[inhibitor]	6.2%	-7.4%	-0.2%	3.0%
CC(=O)c1ccc(N2CCN(S(=O)(=O)c3ccc4c(c3)NC(=O)CO4)CC2)cc1	9.2%	-2.9%	-0.2%	-0.8%	u	-3.8%	10.9%	-26.3%	-5.2%
Cc1cc(C)c2c(CN3CC(C)OC(C)C3)cc(=O)oc2c1C (configuration not stated)	4.9%	2.3%	-3.7%	-10.6%	4.2%	20.9%	12.6%	-17.1%	8.2%
S=C(NCCN1CCOCC1)Nc1ccc(Cl)cc1Cl	31.0%[activator]	4.9%	u	0.0%[1.53 µM]	2.8%	-4.6%	-14.8%	1.4%	9.2%
Cc1nn(Cc2ccc(Cl)c(Cl)c2)c(C)c1NC(=O)c1noc2c1CCc1ccccc1-2	9.8%	x	-9.7%	2.8%	x	x	u	x	0.4%
CC(C)(C)n1nnnc1SCC(=O)Nc1nn(-c2ccccc2)nc1C(N)=O	3.6%	-22.4%	10.6%	-9.2%	9.8%	2.2%	-13.1%	-19.4%	20.2%[9.22 µM]
Cc1cccc(NS(=O)(=O)c2ccc3[nH]c(=O)[nH]c3c2)c1C	6.8%&2.7%	-9.3%	-1.4%&4.3%	-5.3%&-0.6%	-7.6%	6.5%	12.2%&-4.0%	-5.6%	-5.8%&19.3%
Cc1cc(C)c(NC(=O)C2CCCCN2C)c(C)c1 (configuration not stated)	0.0%	-1.6%	9.8%	-10.1%	-4.4%	-3.5%	11.6%	-2.2%	-12.8%
O=C(Nc1ccccc1C(=O)NCc1ccccc1)C1=CSCCO1	11.2%	8.7%	0.6%	-16.0%	-0.3%	3.2%	19.9%	5.6%	9.4%
CCOc1ccc(C(=O)Nc2ccc(-c3nc4ccccc4[nH]3)cc2)cc1[N+](=O)[O-]	30.2%[activator]	u	1.6%	-0.8%	-118.9%[inhibitor]	12.6%	13.7%	u	-13.1%
CC(C)CN=c1cc(-c2ccccc2)oc2ccc(Cl)cc12	u	u	u	u	u	-1.3%	u	u	1.6%
CCOC(=O)CSc1nc2cc(C(F)(F)F)cnc2n1C	18.0%	12.3%	4.5%	2.4%	-5.0%	9.1%	1.5%	10.2%	9.8%
COc1ccccc1C(C[N+](=O)[O-])c1c[nH]c2ccccc12 (configuration not stated)	10µM*	14.6µM*	u	-22.6%	u	5.4%	u	u	20µM*
O=C(N/N=C/c1cccc(O)c1)C(=O)N1CCCCCC1	-16.6%	-3.5%	30.7%	4.5%	-18.3%	3.5%	4.4%	-6.7%	-11.5%
COc1ccc2cc(N3CCCC3=O)ccc2c1	17.5%	3.9%	5.6%	-1.1%	-5.0%	1.5%	0.7%	8.8%	u
O=C(CCCN1C(=O)CCC1=O)Nc1ccc(Br)cc1F	0.0%	8.2%	-6.6%	0.4%	-9.5%	-6.3%	u	-7.6%	-24.0%
COc1cc(C=O)ccc1OCCOCCOc1c(C)cc(Cl)cc1Cl	u	-11.4%	2.2%	-1.7%	-4.1%	8.3%	-9.3%	-16.6%	22.4µM*
OCCC1CN(Cc2nc3c(s2)CCCC3)CCN1CCc1ccccc1 (configuration not stated)	-30.1%	14.7%	0.0%	-7.3%	2.2%	3.7%	-2.7%	10.7%	-0.1%
CC(C)c1nnc(NC(=O)CCC(=O)N2CCN(c3ccccc3F)CC2)s1	-26.4%	-1.7%	5.5%	-3.1%	-0.6%	-1.0%	5.5%	5.8%	-9.6%
CCn1c(=O)cc(OCC(=O)N2CCN(c3ccc(C(C)=O)cc3)CC2)c2ccccc21	16.9%	x	-1.5%	15.5%	x	0.2%	-19.5%	x	-16.8%
CCc1nc(N2CCN(S(C)(=O)=O)CC2)c2c3c(sc2n1)CCCC3	u	-13.9%	u	-13.0%	-8.9%	22.4%	u	-10.8%	29.4%
CC(C)Cc1cc(C(=O)N2CCCC(C(=O)c3cc(F)ccc3F)C2)no1 (configuration not stated)	u	-1.5%	11.2%	-7.3%	3.6%	13.2%	-14.4%	-8.7%	u
CCN(CC)C(=O)OCc1c(-c2cccc(OC)c2)ncc2ccccc12	-18.7%	0.0%	-7.6%	10.5%	-3.1%	18.5%	-20.3%	-3.3%	11.2µM*
The listing continues:
SMILES	GLP1R inv ag	HT1080NT lethal	KB-3-1 tox	GLP1R cytotox	SW480 rereplic	GLP1R ag	KB-V1 MDR tox	HT1080 IDH1KD tx	TDP-43 yeast inh
COc1ccc(CNC(=O)Cn2c(=O)oc3cc(S(=O)(=O)N4CCC(C)CC4)ccc32)cc1	-21.1%	x	-26.0%	9.0%	x	x	-11.8%	x	-7.9%
Cc1ccc(CNC(=O)Cn2cc(S(=O)(=O)Cc3cccc(Cl)c3)c3ccccc32)cc1	-1.1%	x	0.1%	3.4%	x	x	12.6%	x	4.5%
COc1ccc(C(=O)N2CCC2(C)C(=O)NC(C)C)cc1OC (configuration not stated)	8.3%	7.1%	0.0%	7.5%	x	-1.7%	3.8%	13.1%	9.1%
CN(Cc1ccco1)C(=O)Cn1c(=O)oc2cc(S(=O)(=O)NCc3ccccc3)ccc21	-16.0%	-11.3%	-10.8%	8.6%	-14.5%	2.8%	5.6%	-4.3%	9.8%
COc1cccc(-c2c(C(=O)N/N=C(\C)c3ccc(Cl)s3)nnn2-c2nonc2N)c1	-20.1%	0.0%	-8.9%	-4.9%	-0.3%	-3.4%	-4.8%	-8.5%	-6.3%
O=C(NCCc1ccccc1)c1ccc(Cl)nc1	-26.6%	19.7%	-3.1%	-12.3%	-6.0%	-7.1%	-3.1%	8.8%	-5.2%
COc1cc(OC)c(C(=O)NCc2cccnc2)cc1OC	8.0%[0.307 µM]	13.0%	1.4%	-0.4%[0.307 µM]	-4.1%	2.7%	-15.0%	5.6%	5.5%
CCn1c(COc2cccc(OC)c2)nnc1SCC(=O)NC1CCCC1	8.0%	25.1%	5.0%	-4.3%	-4.9%	4.7%	4.2%	13.7%	-13.0%
CCOCCCn1c(=NC(C)=O)c(C#N)cc2c(=O)n3ccccc3nc21	38.2%[activator]	24.0%	-6.7%	x	7.31µM*	2.1%	1.2%	24.1%	0.0%
CCCS(=O)(=O)N1CC(=O)N(c2cccc(Cl)c2)C(C)(C(=O)NC2CCCCC2)C1 (configuration not stated)	15.1%	x	5.8%	-0.8%	x	x	-2.0%	x	9.8%
Cc1cccc(N2CC(C(=O)NCc3ccco3)CC2=O)c1C (configuration not stated)	13.9%	2.5%	1.7%	-26.3%	0.8%	6.0%	0.0%	-4.0%	-1.0%
Cc1ccc(-c2ccc(CN3C(C)C(=O)N(Cc4cn(Cc5ccco5)nn4)CCS3(=O)=O)cc2)c(C)c1 (configuration not stated)	u	u	-0.3%	-6.5%	x	-4.5%	-21.6%	u	35.5µM*
CC(=O)Nc1cc2c(cc1Br)-c1ccccc1C2	-26.7%	0.2%	-5.1%	1.0%	-2.1%	1.6%	-7.6%	0.2%	11.8%
CC(=O)CCS(=O)(=O)c1ccc(C)c(C)c1	26.0%	-12.0%	7.7%	-28.6%	24.8%	-11.2%	14.1%	-18.8%	-21.8%
Cn1cc(Cl)c(C(=O)Nc2nc3ccc(Cl)cc3s2)n1	54.9%	18.9%	-0.6%	5.8%	-0.7%	-8.1%	8.9%	6.8%	6.6%
CN(C(=S)NC(=O)c1ccc(F)cc1)C1CCCCC1	39.5%[activator]	-4.3%	-25.1%	u	-5.3%	10.1%	-8.4%	-5.1%	-1.2%
Cc1cccc(N2CCN(C(=O)C3CCN(c4nnc(-n5cccc5)s4)CC3)CC2C)c1 (configuration not stated)	u	-5.1%	-13.4%	-5.3%	-5.2%	-3.5%	0.0%	-11.0%	11.5%
CS(=O)(=O)N1CCN(C(=O)Cc2ccccc2Cl)CC1	-6.4%	u	20.4%	0.6%	13.2%	8.7%	14.9%	11.0%	-17.7%
O=C(c1coc2ccccc2c1=O)N1CCN(c2cccc(C(F)(F)F)c2)CC1	-4.6%	-24.9%	20.0%	-23.5%	19.2%	-3.4%	-6.4%	u	-12.3%

Compound activity as filed in PubChem BioAssay.
